BoNT-A LC inh2 = BoNT A light chain protease inhibition. multiplex microsphere protease substrate cleavage, flow cytometry. inhibition, % at 10 µM. 0.17% of 360,000 active. AID 588499; further: plate controls were buffer without enzyme for full effect and enzyme alone for no effect
Yp Topo-I inh = Y. pestis Topo-I inhibition via cleavage products | Y. pestis Topo-I cleavage product accumulation, plate reader | activity, % at 10 µM | 0.064% of 360,000 active | AID 504884; in the data active means activity above about 50%, passing the limit was not always enough; inconclusive means no clear call, values can overlap the other calls; further: inactives centre near 2
PrPC TRFRET = reduces human prion protein on the cell surface | cell surface PrPC, TR-FRET read-out | inhibition, % at 13.8 µM | 0.43% of 370,000 active | AID 720596; in the data active means inhibition above about 24%; further: 0% = median of the test wells and 100% = reference compound wells
SARS 3CLpro inh = SARS-CoV 3CLpro protease inhibition | recombinant SARS-CoV 3CLpro, quenched FRET peptide cleavage | 0.14% of 290,000 active | inhibition, % at 6 µM; in the data active means inhibition above about 12%
PfHsp40 yeast = restores yeast growth despite PfHsp40 toxicity; 0.68% of 340,000 active; growth rescue, % at 12.5 µM; S. cerevisiae expressing PfHsp40, growth rescue, ATP luminescence; in the data active means growth rescue above about 28%, passing the limit was not always enough; inconclusive means no clear call, values can overlap the other calls;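 further: yeast W303a lacking pdr1 and pdr3 grown in galactose medium; growth measured after three days at 30 °C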
TcdB inh = blocks C. difficile toxin B glycohydrolase activity; TcdB glycohydrolase enzymatic assay, plate reader; P18177; inhibition, % at 9.99 µM; 0.24% of 350,000 active; in the data active means inhibition above about 10%
Vc quorum ag = induces V. cholerae light production without autoinducers | AID 588436 | V. cholerae BH1578 lux reporter, luminescence, 6 h | 0.16% of 350,000 active | activation, % at 18.7 µM; in the data active means activation mostly above about 9.7%, no sharp cut-off; inconclusive means no clear call, values can overlap the other calls; inactive means mostly below about 3.7%; further: not every result past the cut was called active; inactives centre near 0; reference of the scale not given here
Anthrax LF inh2 = anthrax lethal factor protease inhibition | multiplex microsphere protease cleavage assay, LF | P15917 | 0.12% of 360,000 active | inhibition, % at 10 µM | AID 588501; further: plate controls were buffer without enzyme for full effect and enzyme alone for no effect
Target sequence (P15917 whole entry, looked up): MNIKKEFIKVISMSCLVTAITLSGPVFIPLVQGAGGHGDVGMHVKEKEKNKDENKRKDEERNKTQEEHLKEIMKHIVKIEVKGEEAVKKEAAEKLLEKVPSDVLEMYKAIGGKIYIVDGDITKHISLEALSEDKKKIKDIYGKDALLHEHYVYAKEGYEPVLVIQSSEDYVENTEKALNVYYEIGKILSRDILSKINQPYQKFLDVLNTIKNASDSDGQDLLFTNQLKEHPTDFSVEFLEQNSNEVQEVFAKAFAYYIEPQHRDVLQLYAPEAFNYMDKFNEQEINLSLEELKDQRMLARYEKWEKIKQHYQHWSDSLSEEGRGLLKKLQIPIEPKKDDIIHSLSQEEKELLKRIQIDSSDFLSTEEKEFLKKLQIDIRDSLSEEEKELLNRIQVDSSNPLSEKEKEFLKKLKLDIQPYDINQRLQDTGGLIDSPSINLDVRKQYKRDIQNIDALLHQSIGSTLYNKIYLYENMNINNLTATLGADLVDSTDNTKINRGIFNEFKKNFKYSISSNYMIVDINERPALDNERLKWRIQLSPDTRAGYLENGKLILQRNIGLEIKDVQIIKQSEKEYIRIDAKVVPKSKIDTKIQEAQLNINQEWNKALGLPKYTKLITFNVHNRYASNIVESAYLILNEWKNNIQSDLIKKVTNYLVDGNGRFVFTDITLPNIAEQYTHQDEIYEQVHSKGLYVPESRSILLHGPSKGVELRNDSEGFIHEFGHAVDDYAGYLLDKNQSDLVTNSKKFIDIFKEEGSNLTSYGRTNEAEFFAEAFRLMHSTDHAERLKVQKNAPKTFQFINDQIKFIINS
SSB-PriA inh = blocks PriA binding to SSB C-terminal tail; AlphaScreen SSBct-PriA binding, biotinylated peptide; inhibition, % at 33 µM; 0.6% of 430,000 active; in the data active means inhibition mostly above about 37%, no sharp cut-off; inactive means mostly below about 20%;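 further: plate controls were negative control peptide for no effect and reference peptide for full effect; strong numbers were not always called active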
The depositor's hits bear a star; i = inactive; ? = inconclusive; . = no result given; & = joins results of further samples. Unless noted, no stated cut-off is given here; in the data, active means inhibition above about 30%; inconclusive means no clear call, values can overlap the other calls; inactive means below that.

SMILES	BoNT-A LC inh2	Yp Topo-I inh	PrPC TRFRET	SARS 3CLpro inh	PfHsp40 yeast	TcdB inh	Vc quorum ag	Anthrax LF inh2	SSB-PriA inh
O=C(CN1C(=O)NC2(CCCC2)C1=O)Nc1ccccc1C(F)(F)F	1.9	6	-2	2	0.0	-0.3	-1.2	-2	-2
CNC(C)Cc1ccccc1 (stereo unspecified)	-0.9	7	5	.	-0.4	-0.3	-0.3	2	-9
C=CCn1c(COc2cccc3ccc(C)nc23)nnc1SCC(=O)O	0.4	-3	1	-6	1.7	.	i	0	-22
CCc1ccc2c(COC(=O)C3CSC4(C)CCC(=O)N34)cc(=O)oc2c1 (stereo unspecified)	1.6	27	-7	.	0.5	1.2	-1.9	-1	-2
Oc1ccccc1C1=Nc2ncnn2C(c2ccc(F)cc2)C1 (stereo unspecified)	-0.1	-1	-4	.	1.1	.	5.3	0	-8
Cc1[nH]n(-c2ccccc2)c(=O)c1C(C[N+](=O)[O-])c1ccccc1Cl (stereo unspecified)	-0.2	-2	5	1	-1.0	.	-0.3	0	-5
CC1(C(=O)NS(=O)(=O)c2cccc(Cl)c2)CCN1C(=O)C1(c2ccc(Cl)cc2)CC1 (stereo unspecified)	-0.4	1	3	.	.	0.5	i	1	.
Cc1cccc(N=Nc2cnc(N)s2)c1	-0.5	-9	0	4	-1.0	0.5	-0.4	-14	36
Cc1c(C)c2ccc(OCC(=O)NCCc3c[nH]c4ccccc34)cc2oc1=O	-0.7	2	-6	.	.	0.5	-0.3	2	.
CCCN(C(=O)COC(=O)CNC(=O)c1ccc2ccccc2c1)c1c(N)n(Cc2ccccc2)c(=O)[nH]c1=O	0.8	27	5	.	0.2	1.0	1.2	1	-2
CC(C)[N+](C)(C)CC#CC(O)(c1ccccc1)c1ccccc1	?	4	10	1	-0.5	-1.1	-0.8	-9	-8
CC(C)(C)[C@H]1C=C(C(=O)O)O[C@@H](OCCCCO)C1	-0.5	2	-2	.	-1.3	.	-2.4	-1	-9
COc1cc2nc(CN(C)Cc3ccc(Cl)cc3)[nH]c(=O)c2cc1OC	-0.6	8	16	2	-1.2	-2.0	0.1	-2	5
COc1cc(OC)c2cc(C(=O)N/N=C/c3ccccc3O)[nH]c2c1	2.7	-32	0	-10	1.3	-0.3	-0.3	-8	.
CC(C)Oc1cc(F)ccc1-c1cc(C(=O)Nc2ccc(C(C)C)cc2)[nH]n1	-0.5	-2	5	.	.	-0.5	4.5	-4	.
COC(=O)C[C@H]1c2cc(C(F)(F)F)ccc2S(=O)(=O)N1c1ccc(N(C)C)cc1	0.3	-6	3	.	-0.8	.	1.4	-2	8
CN(C)c1nc(Oc2ccc(=O)n(C)n2)nc(N2CCOCC2)n1	0.2	4	-7	5	4.3	.	-14	5	-7
CCSC1=NCCN1C(=O)c1c(-c2ccccc2Cl)noc1C	0.0	4	1	5	3.3	0.9	3.6	-9	-1
C=CCN(C(=O)c1csnn1)C(C(=O)NCc1ccccc1)c1c(F)cccc1Cl (stereo unspecified)	-1.9	3	4	1	2.1	-1.7	-3.8	-9	0
COc1ccc(Cn2c(CCC(=O)O)nc3cccnc32)cc1	0.0	-2	-2	6	-0.4	.	i	0	-2
CC(Sc1ccc(Cl)cc1)C(=O)NCC(c1ccco1)N1CCCCC1 (stereo unspecified)	-0.6	11	-4	.	35*	-2.4	-1.3	-3	26
COc1ccccc1C(=O)Nc1ccnn1C1CCN(C(=O)C(C)(C)C)CC1	0.3	-5	2	1	-0.5	-0.3	i	-2	-12
COc1ccc(-c2cnc3c(NC=O)cc(-c4cc(OC)c(OC)c(OC)c4)cn23)cc1OC	0.6	2	-9	.	.	0.6	i	-2	.
Cn1c(=N)c(S(=O)(=O)c2ccccc2)cc2c(=O)n3ccccc3nc21	0.4	-1	-20	2	-0.7	.	0.6	2	-4
CCCCn1c(N)c(N(CC(C)C)C(=O)CCCSc2nncs2)c(=O)[nH]c1=O	-0.8	1	0	-1	0.4	1.1	i	-3	-5
CCCCn1nc(CC(=O)NCCN(CC)CC)c2ccccc2c1=O	0.5	-4	2	-1	-0.6	1.6	-0.5	-4	-5
Cc1noc(C)c1CSCC(=O)OCC(=O)Nc1ccc(OC(F)(F)F)cc1	0.1	5	-2	.	.	2.1	-1.6	-5	.
Cc1cc(OCC(=O)NC(C)C)cc(C)c1Cl	0.7	2	0	-4	0.1	.	-0.4	2	3
CCOC(=O)c1cnc(SC)nc1Oc1cccc(NC(=O)c2cccc(Cl)c2Cl)c1	-0.9	3	-1	1	-1.2	.	0.8	-2	-8
Cc1cc2cc(C)c3nnc(SCC(=O)Nc4ccc(S(=O)(=O)N5CCCCC5C)cc4)n3c2cc1C (stereo unspecified)	0.4	26	1	4	1.7	.	-0.1	-2	-8

Two compounds from above, reduced to PrPC TRFRET.
smiles	PrPC TRFRET
Cc1cc(OCC(=O)NC(C)C)cc(C)c1Cl	0
CCCCn1c(N)c(N(CC(C)C)C(=O)CCCSc2nncs2)c(=O)[nH]c1=O	0

More compounds
SMILES	BoNT-A LC inh2	Yp Topo-I inh	PrPC TRFRET	SARS 3CLpro inh	PfHsp40 yeast	TcdB inh	Vc quorum ag	Anthrax LF inh2	SSB-PriA inh
CC(C)CC1Nc2ncnc(N3CCOCC3)c2N(Cc2ccc(Br)cc2)C1=O (stereo unspecified)	-0.9	26	0	.	0.7	0.5	-5.0	2	7
N#CC1=C(SCc2ccccc2)NC(=O)CC1c1ccc(O)cc1 (stereo unspecified)	1.1	1	6	-3	-0.2	4.1	-2.9	-1	-6
COc1cccc(CC(NC(C)=O)C(=O)NC2CCN(C(=O)NCc3ccccc3)CC2)c1 (stereo unspecified)	-1.0	2	6	-3	0.1	-0.4	0.7	2	-13
COc1ccc(Nc2nc(-c3ccc(OC)cc3)c(CCC(=O)O)s2)cc1	-1.3	3	6	3	-0.9	0.5	-3.6	0	11
COc1ccc(N2CCOCC2)c(NC(=O)c2ccc(Br)o2)c1	1.6	5	-8	7	-0.7	1.2	i	0	-6
Cc1ccccc1NC(=O)Cc1nc(-c2ccc3ccccc3c2)cs1	0.9	1	2	0	0.0	0.4	-0.2	2	-3
CC1CC(C)CN(CCCNS(=O)(=O)c2ccc3c(c2)CCN3C(=O)C2CC2)C1 (stereo unspecified)	11	-3	3	-10	-0.5	0.4	-0.3	6	-2
O=C1c2cccc([N+](=O)[O-])c2C(=O)N1c1ccccc1	0.2	-10	3	0	-0.8	0.5	-0.5	1	-10
CCOc1ccc(NC(=O)CN(C)C(=O)CN2C(=O)c3ccc([N+](=O)[O-])cc3C2=O)cc1OCC	0.7	-9	-18	.	-1.2	0.4	-2.9	2	-1
O=c1cccc2n1CC1CC2CN(S(=O)(=O)c2ccc(F)cc2)C1 (stereo unspecified)	-1.2	1	3	1	0.9	0.3	0.1	-5	-3
O=C(Nc1cc(Br)ccc1O)c1cc(-c2ccco2)on1	-0.8	-6	-2	5	0.2	-0.2	i	-3	2
COc1ccc(-c2nc(C#N)c(NCCc3ccccc3)o2)cc1OC	-1.5	-9	3	4	8.7	.	-0.2	-10	-10
Cc1ccc(C=Nc2cc([N+](=O)[O-])ccc2C)s1	-0.4	2	-1	4	-1.2	.	-0.6	0	-4
CN1[C@@H](Cc2ccccc2)COc2cc(N3CCSCC3)ccc2S1(=O)=O	-0.1	.	-4	.	.	1.7	.	-10	.
Cc1ccc(N2CCN(CC(O)COc3cccc4ccccc34)CC2)cc1 (stereo unspecified)	-0.5	18	-12	-1	0.5	1.0	-0.3	-3	1
CCCCn1c(N)c(N(C)C(=O)c2ccccc2Oc2ccccc2)c(=O)[nH]c1=O	0.5	4	1	.	0.4	2.6	-0.4	8	-9
CCCCOC(=O)N1CCOCCOCCOCCOCC1	3.3	-4	4	-6	0.1	0.0	-0.4	4	-2
CC(=O)N1CCN=C1SCc1ccccc1	-1.1	-1	1	-3	0.1	1.7	-0.3	8	-2
O=C1C2C3C=CC(C3)C2C(=O)N1/N=C/c1cn(Cc2ccccc2)c2ccccc12 (stereo unspecified)	7.0	-3	12	2	-0.7	.	-0.3	19	.
Cc1cccc(NNC(=O)c2c(F)cccc2Cl)c1	0.0	-7	-1	-3	0.2	-1.4	-5.3	-1	-3

A portion of the results above, for reference:
SMILES	BoNT-A LC inh2	Yp Topo-I inh	PrPC TRFRET	SARS 3CLpro inh	PfHsp40 yeast	TcdB inh	Vc quorum ag	Anthrax LF inh2	SSB-PriA inh
CC(=O)N1CCN=C1SCc1ccccc1	-1.1	-1	1	-3	0.1	1.7	-0.3	8	-2
O=C1C2C3C=CC(C3)C2C(=O)N1/N=C/c1cn(Cc2ccccc2)c2ccccc12 (stereo unspecified)	7.0	-3	12	2	-0.7	.	-0.3	19	.
Cc1cccc(NNC(=O)c2c(F)cccc2Cl)c1	0.0	-7	-1	-3	0.2	-1.4	-5.3	-1	-3

The list goes on:
SMILES	BoNT-A LC inh2	Yp Topo-I inh	PrPC TRFRET	SARS 3CLpro inh	PfHsp40 yeast	TcdB inh	Vc quorum ag	Anthrax LF inh2	SSB-PriA inh
CCCCNC(=O)NC1(C(F)(F)F)Oc2ccccc2O1	0.1	-6	-5	0	-1.1	.	-0.4	-2	-11
Cc1cnc(NC(=O)C2COc3ccccc3O2)s1 (stereo unspecified)	-0.3	0	5	1	-1.5	.	-3.4	0	-27
COC(=O)CCc1c(C)c(C(=O)c2ccc(F)cc2)c2ccccn12	2.6	12	-1	3	-0.9	6.2	-0.5	0	-4
Cc1csc(Nc2ccccc2)[n+]1C	0.9	-8	6	-5	-0.7	0.7	-0.6	-1	1&30
CCN(CC)C(=O)c1cccc(NC(=O)CC23CC4CC(CC(C4)C2)C3)c1	1.4	13	12	-3	1.4	1.2	-0.4	2	0
COc1ccc2c(c1)cc(C(=O)N[C@@H](CCSC)C(=O)N1CCC(C(=O)O)CC1)n2C	-1.0	-4	0	2	-0.1	1.4	-0.3	-12	-1
O=C(NCCN1C(=O)S/C(=C\c2cccnc2)C1=O)c1ccc([N+](=O)[O-])s1	3.8	-14	-5	.	-0.1	1.5	i	-2	-14
Cc1ccc(S(=O)(=O)Nc2cccc(C(=O)N3CCOCC3)c2)c(C)c1NS(C)(=O)=O	0.3	7	-8	-5	-0.9	1.0	i	-1	2
Cc1ccc(C2(C)NC(=O)N(CC(=O)Nc3cccnc3Cl)C2=O)cc1 (stereo unspecified)	-0.2	2	-3	-5	-0.3	2.8	-0.7	6	6
Cc1c(Cl)cccc1NC(=O)CN1CCN(CCO)CC1	1.5	-9	4	-3	0.8	.	i	-11	-15
Cc1c(Cl)cccc1NC(=O)COC(=O)Cn1cnc2c1c(=O)n(C)c(=O)n2C	0.3	1	0	.	0.3	0.4	0.6	-1	-3
CCc1cc(=O)oc2cc(C)cc(OC(C)C(=O)NCC(O)c3ccccc3)c12 (stereo unspecified)	1.4	5	-5	-1	1.0	0.9	i	-1	-7
COc1ccc(-n2c(C)cc(C(=O)CN3CCCCC3)c2C)cc1	-1.5	-2	-6	-2	0.7	0.7	-0.3	-3	-5
COc1ncccc1-c1nnn(-c2ccccc2)n1	0.3	5	3	0	1.9	0.7	-0.5	2	-15
NS(=O)(=O)OCCCc1ccccc1	0.2	6	3	-3	-0.6	0.2	-0.4	-2	-8
O=C(Nc1cccc(Cl)c1)C1=Cc2cc(Cl)ccc2OC1	0.5	-13	-4	3	?	.	-3.3	4	-64
CCOC(=O)CNC(=O)Cn1cnc2c(nnn2-c2ccccc2)c1=O	0.3	3	.	-3	1.2	.	-0.2	0	2
O=C(Nc1ccc(Nc2ccccc2)cc1)c1ccco1	0.6	9	-7	7	0.9	.	-6.2	-14	38
COc1ccccc1C(=O)NC(=O)COC(=O)c1ccco1	-0.3	-9	5	.	-0.1	2.2	i	0	5
CCCCN(C(=O)c1ccc(OC(F)(F)F)cc1)c1c(N)n(CCC)c(=O)[nH]c1=O	-0.3	1	-5	4	-0.9	.	i	-4	-2
CCOc1ncccc1C(=O)Nc1ccccc1C(=O)NCc1ccc2c(c1)OCO2	-0.1	4	4	.	0.3	.	i	-4	-12
Cc1c(Br)c([N+](=O)[O-])nn1CC(=O)N(C)Cc1ccccc1	-0.3	1	-6	3	1.5	-0.1	-1.4	0	9
Cn1c(=O)n(C)c2cc([N+](=O)[O-])c(N3CCN(CCO)CC3)cc21	-0.3	6	-15	-1	-1.2	1.2	i	-3	-3

Compound activity (PubChem)

Only part of the results is shown; the hit share may differ from the screen's.
